tim23-1 inh = growth inhibitors of tim23-1 mutant yeast, primary screen, luminescence, uHTS | S. cerevisiae tim23-1 growth, BacTiter-Glo luminescence, 24 h | inhibition, % at 20 µM | 330,000 tested, 1.3% active | AID 463212, 2010;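 active = growth inhibition of the mutant yeast at or above 50%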;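 also: temperature-sensitive mutant grown at 25 °C; plate controls were DMSO-treated mutant yeast for no effect and medium wells lacking yeast for full effect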
UPR XBP1 act = activators of adaptive XBP1 UPR arm, primary screen, cell-based, CHO-XBP1 luciferase reporter, luminescence, uHTS; 330,000 tested, 0.33% active; IRE1-XBP1 UPR activation; percent of tunicamycin response, DMSO as zero; activation, % at 20 µM;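 active = versus positive control, 20 µM dose yields 30% or more activation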;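 also: 100% = tunicamycin at 10 µg/mL and 0% = DMSO only wells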
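assay system = CHO-XBP1 luciferase reporter cells | amount = 1000 cells/well | buffer or medium = F12 plus 10% FBS | compound dosing = single point, 20 µM final compound, 1% DMSO | incubation = 16-18 h cell attachment at 37 °C, then 6 h compound exposure | detection = Steady-Glo luminescence read | controls = tunicamycin 10 µg/mL and vehicle-only wells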
tim10-1 inh = growth inhibitors of tim10-1 mutant yeast, primary screen, luminescence, uHTS | S. cerevisiae tim10-1 ts strain growth, BacTiter-Glo, 24 h | inhibition, % at 20 µM | 330,000 tested, 2.2% active | AID 463190, 2010;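 active = inhibition of at least 40%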;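 also: mutant grown at 25 °C; 0% = DMSO wells with yeast and 100% = wells holding no yeast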
TIM10 inh = growth inhibitors of isogenic TIM10 control yeast, primary screen, counter-screen for tim10-1 yeast inhibitor project, luminescence, uHTS. inhibition, % at 10 µM. S. cerevisiae TIM10 strain growth, BacTiter-Glo luminescence, 24 h. 330,000 tested, 1.4% active;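 active = inhibition of 40% or more at the single tested concentration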;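 also: wild-type TIM10 isogenic control strain grown at permissive 25 °C; 0% = DMSO yeast wells and 100% = minimal medium wells without yeast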
APJ agonist = agonists of human apelin receptor APJ, primary screen, CHO-K1 cells, PathHunter beta-arrestin, luminescence; P35414; 0% DMSO wells, 100% apelin; activation, % at 20 µM; 330,000 tested, 0.11% active;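 active = activation more than six SD over the plate average, tested at 20 µM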;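 also: 0% = DMSO alone and 100% = apelin-13 at 10 nM; some results filed as inactive read as strong as hits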
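Assay system: CHO-K1 APJ beta-arrestin complementation cell line / Compound: single test compound dose, 20 µM final, 1% DMSO / Times: overnight seeding, 90 min compound at 25 °C, 1 h detection / Technique: beta-gal luminescence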
CHOP UPR activ = activators of apoptotic CHOP UPR arm, primary screen, cell-based, CHO-CHOP luciferase reporter, luminescence, uHTS | UPR activation; percent of tunicamycin response over DMSO baseline | activation, % at 10 µM | 330,000 tested, 0.34% active;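 active = at 10 µM dose, activation of 40% or more, normalized to positive control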;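 also: 100% = tunicamycin at 10 µg/mL and 0% = DMSO alone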
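Test system: CHO CHOP reporter cells. Input: 500 CHO-CHOP cells per well. Medium: F12 with 10% FBS. Technique: luciferase luminescence. Measure: percent activation relative to tunicamycin control. Dosing: 10 µM compound, 0.5% DMSO. Timing: 16-18 h cell attachment, then 6 h compound exposure, 37 °C.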
Mdm2 MdmX PPI = inhibitors of human Mdm2-MdmX association, primary screen, cell-based, luminescence, split luciferase, SaOS-2, uHTS; inhibition, % at 8 µM; AID 485346, 2010; SaOS-2 split-luciferase Mdm2/MdmX complementation; Protein Mdm4 (Homo sapiens) + E3 ubiquitin-protein ligase Mdm2 (Homo sapiens), …; 330,000 tested, 3% active;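 active = inhibition of at least 50% at 8 µM in the primary screen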
Target sequence (O15151 whole entry, looked up): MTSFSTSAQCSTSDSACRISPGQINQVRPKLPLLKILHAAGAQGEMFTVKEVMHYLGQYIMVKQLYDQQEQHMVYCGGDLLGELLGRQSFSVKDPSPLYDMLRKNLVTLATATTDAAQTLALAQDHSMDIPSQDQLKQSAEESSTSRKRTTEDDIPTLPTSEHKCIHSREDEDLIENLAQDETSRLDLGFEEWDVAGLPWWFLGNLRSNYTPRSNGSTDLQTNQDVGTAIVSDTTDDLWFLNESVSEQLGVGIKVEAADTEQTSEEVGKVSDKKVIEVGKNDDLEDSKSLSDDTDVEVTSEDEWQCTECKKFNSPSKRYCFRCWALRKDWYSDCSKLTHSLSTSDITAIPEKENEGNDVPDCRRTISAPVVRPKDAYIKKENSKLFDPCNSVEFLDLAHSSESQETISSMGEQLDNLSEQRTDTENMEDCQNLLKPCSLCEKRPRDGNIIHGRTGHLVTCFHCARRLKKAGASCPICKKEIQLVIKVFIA
Target sequence (Q00987 whole entry, looked up): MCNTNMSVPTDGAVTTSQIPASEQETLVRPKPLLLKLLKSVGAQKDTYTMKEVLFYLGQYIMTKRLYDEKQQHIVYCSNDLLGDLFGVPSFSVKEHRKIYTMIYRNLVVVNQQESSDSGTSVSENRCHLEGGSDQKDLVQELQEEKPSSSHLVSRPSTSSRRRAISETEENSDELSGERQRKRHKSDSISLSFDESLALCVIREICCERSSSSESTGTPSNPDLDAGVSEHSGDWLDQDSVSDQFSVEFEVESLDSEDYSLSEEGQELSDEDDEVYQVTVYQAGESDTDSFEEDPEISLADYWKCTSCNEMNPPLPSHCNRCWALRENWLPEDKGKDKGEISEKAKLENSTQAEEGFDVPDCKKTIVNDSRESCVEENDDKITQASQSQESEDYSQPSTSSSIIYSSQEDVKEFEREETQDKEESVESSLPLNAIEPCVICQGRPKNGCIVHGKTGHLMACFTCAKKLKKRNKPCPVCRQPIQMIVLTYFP
NALP3 yeast inh = NALP3 inflammasome inhibitors in reconstituted yeast, primary screen, luminescence, uHTS; Yeast reconstituted NLRP3/ASC/caspase-1, beta-gal luminescence, 24 h; inhibition, % at 10 µM; 330,000 tested, 0.39% active;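 active = inhibition of 50% or more; inactive = inhibition below 50%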;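 also: plate controls were induced DMSO wells for no effect and uninduced yeast grown without galactose for full effect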
GRIN3A LBD mod = binders of NR3A ligand-binding domain, primary screen, biophysical, differential scanning fluorimetry, uHTS | AID 1259313, 2017 | Tm shift relative to glycine control, % at 25 µM | Glutamate receptor ionotropic, NMDA 3A (GRIN3A) ligand-binding domain | 340,000 tested, 2.5% active | NR3A LBD differential scanning fluorimetry, Tm shift; 0% = protein alone, 100% = glycine-bound protein;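 active = melting temperature shift of at least 10% of the positive control shift, at one fixed dose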
The depositor's hits bear a star.

item	molecule	tim23-1 inh	UPR XBP1 act	tim10-1 inh	TIM10 inh	APJ agonist	CHOP UPR activ	Mdm2 MdmX PPI	NALP3 yeast inh	GRIN3A LBD mod
1	COc1ccccc1C(=O)NCCc1nc2ccccc2n1C	7	0	7	-6	-8	-1.6	2	17	0
2	Clc1ccc(SCc2cc(-c3ccccc3)no2)cc1	1	-1	-12	-16	-4	2.4	-21	29	-5
3	O=C(Nc1ccc(S(=O)(=O)N2CCOCC2)cc1)c1cc(S(=O)(=O)N2CCOCC2)ccc1Cl	-6	-2	9	1	5	-1.9	9	13	-2
4	CCOC(=O)C1=C(c2ccccc2)NC(SC)=C(C#N)C1c1cccnc1 (stereo not drawn)	6	0	21	-1	-5	5.0	-25	19	-5
5	COc1ccccc1CNC(=O)C1CC(c2ccc([N+](=O)[O-])cc2)=NO1 (stereo not drawn)	9	-1	11	13	10	2.5	-5	20	-1
6	O=C(CN(CC1CCCO1)C(=O)CNS(=O)(=O)c1ccc(F)cc1)NCc1ccc(F)cc1 (stereo not drawn)	-2	1	0	9	-2	2.1	-1	21	1
7	COc1ccc(Cn2nnnc2C(c2cc(OC)ccc2OC)N2CCC(C(N)=O)CC2)cc1 (stereo not drawn)	-11	-2	-9	5	-1	0.8	17	0	-3
8	COCCOC(=O)c1cc(C(=O)c2cc(F)ccc2O)coc1=N	10	-4	36	10	-4	-0.6	-13	1	-4
9	O=C1c2ccccc2C(=O)N1CCSc1n[nH]c(=S)s1	2	-3	21	2	0	-1.7	2	5	3
10	COc1ccccc1N1CCN(S(=O)(=O)CCNC(=O)C2CC(=O)N(c3ccccc3)C2)CC1 (stereo not drawn)	3	-7	-16	3	1	0.8	11	4	1
11	Cc1nc(SCC(=O)NCC2CCCO2)c2c3c(sc2n1)CCC3 (stereo not drawn)	31	-1	8	9	-8	1.4	24	16	20*
12	CCN1C(=O)[C@H]2[C@@H](c3ccc(Cl)cc3)N3C(=O)CN(CC4CC4)C(=O)[C@@]3(C)[C@H]2C1=O	12	-2	-8	-13	-1	-0.1	4	20	3
13	COc1ccc(C(=O)NC(=S)NCc2ccccc2)cc1OC	25	-3	31	-5	-2	3.1	29	26	4
14	Cc1ccccc1NC(=O)COC(=O)c1ccc2c(c1)OCCO2	10	4	5	0	2	0.3	-11	15	-1
15	COc1ccc(CN2CCNC(=O)C2CC(=O)NCc2cnn(C)c2)cc1OC (stereo not drawn)	-3	-2	6	-2	-2	-1.0	2	23	-1
16	CC(C)C(C)NC(=O)COc1ccc(-c2ccccc2)cc1 (stereo not drawn)	9	-1	21	21	-3	0.6	-2	-7	-3
17	Cc1c(OCC(=O)N2CCC(C(N)=O)CC2)ccc2c3c(c(=O)oc12)CCCC3	-3	-1	-2	-6	-3	1.3	6	-6	-1
18	COc1cc(C)ccc1OCCOCCN(C)Cc1ccccc1	9	-2	-21	-25	-1	-0.3	11	9	0
19	Cc1ccc(NC(=O)N2C(=O)C3(OCCO3)c3ccccc32)cc1	9	1	-7	-5	0	5.4	-32	13	9
20	O=C(O)c1ccc(N2C(=O)/C(=C\c3ccccc3)N=C2c2ccccc2)cc1	21	1	0	12	-2	1.4	-43	12	-1
21	COCCn1c(SCC(=O)Nc2cc(C)on2)nc2ccccc21	4	-1	21	-12	-3	1.1	0	1	0
22	CN(C)S(=O)(=O)c1ccc(C(=O)NNC(=O)C23CC4CC(CC(C4)C2)C3)cc1	-4	0	-9	4	0	-2.1	-27	15	1
23	CCOC(=O)c1c(NC(=O)CC2SC(N)=NC2=O)sc2c1CCC(C)C2 (stereo not drawn)	18	-1	12	8	-2	1.0	24	-5	-1
24	Nc1cccc2c1C(=O)N(C(=O)c1cccc(S(=O)(=O)N3CCCCCC3)c1)C2=O	29	1	18	24	-2	1.0	-10	-19	-17
25	Cc1cc(C)cc(NS(=O)(=O)c2cccs2)c1	12	1	15	-5	-3	3.2	12	20	-2
26	Cc1ccc(CSc2nc(N)cc(N)n2)cc1	26	0	21	16	0	5.5	4	20	-1
27	Cc1noc(C)c1NC(=O)N(C)C[C@@H]1Oc2ccc(NC(=O)C3CCCCC3)cc2C(=O)N([C@@H](C)CO)C[C@H]1C	16	1	7	-3	-3	-1.0	-14	6	-1
28	C=CCc1cc(Cl)ccc1OCCN(C)C	5	-1	5	-13	-5	0.1	1	18	1
29	CCCN1C2CCCC1CC(NC(=S)Nc1ccc(OC)cc1)C2 (stereo not drawn)	-8	-2	-4	-10	-2	-1.0	7	10	-1
30	CC1=NNC(=O)C1Cc1ccc(F)cc1 (stereo not drawn)	11	5	-20	-12	-2	-0.5	9	6	1
31	CN1CC=C2C(C#N)=C(N)C(C#N)(C#N)[C@H](c3ccoc3)[C@H]2C1	13	-3	-1	-1	3	-2.5	3	16	-3
32	CCOC(=O)N1CCC(=NNc2nc(C)cc(=O)[nH]2)CC1	7	-3	-10	2	5	0.5	-2	9	1
33	CC(CC(=O)Nc1nnc(C(C)(C)C)s1)c1ccccc1 (stereo not drawn)	14	-5	9	15	-1	0.5	3	14	-4
34	Cc1nc2ccccc2c2c1C(=O)N(C1CCCCCCC1)C2=O	19	1	22	-4	-3	-1.9	-6	6	1
35	Cc1cccc(-c2nnc(SCCC(=O)N3CCOCC3)o2)c1	12	0	24	7	0	-0.2	-23	21	-8
36	O=C(c1cccc(S(=O)(=O)N2CCN(c3ccccc3)CC2)c1)N1CCCC(C(F)(F)F)C1 (stereo not drawn)	20	-4	12	1	-5	3.6	22	29	2
37	O=C(O)c1ccc(/C=C/c2nc3ccccc3c(=O)[nH]2)cc1	16	-8	25	-3	-2	-1.8	0	10	2
38	CC1CCN(c2nncc3ccccc23)CC1	19	0	9	7	3	0.5	-9	21	0
39	O=C(O/N=C1/CCSc2ccccc21)c1ccc(F)cc1	25	0	23	26	-2	4.5	-11	-38	-3
40	COc1ccccc1NS(=O)(=O)c1cc(NC(=O)c2cc3ccccc3oc2=O)ccc1C	5	4	14	8	0	3.8	2	7	-7

Part of the list above in order of formula weight, falling:
item	molecule	tim23-1 inh	UPR XBP1 act	tim10-1 inh	TIM10 inh	APJ agonist	CHOP UPR activ	Mdm2 MdmX PPI	NALP3 yeast inh	GRIN3A LBD mod
36	O=C(c1cccc(S(=O)(=O)N2CCN(c3ccccc3)CC2)c1)N1CCCC(C(F)(F)F)C1 (stereo not drawn)	20	-4	12	1	-5	3.6	22	29	2
40	COc1ccccc1NS(=O)(=O)c1cc(NC(=O)c2cc3ccccc3oc2=O)ccc1C	5	4	14	8	0	3.8	2	7	-7
34	Cc1nc2ccccc2c2c1C(=O)N(C1CCCCCCC1)C2=O	19	1	22	-4	-3	-1.9	-6	6	1
31	CN1CC=C2C(C#N)=C(N)C(C#N)(C#N)[C@H](c3ccoc3)[C@H]2C1	13	-3	-1	-1	3	-2.5	3	16	-3
33	CC(CC(=O)Nc1nnc(C(C)(C)C)s1)c1ccccc1 (stereo not drawn)	14	-5	9	15	-1	0.5	3	14	-4
39	O=C(O/N=C1/CCSc2ccccc21)c1ccc(F)cc1	25	0	23	26	-2	4.5	-11	-38	-3
32	CCOC(=O)N1CCC(=NNc2nc(C)cc(=O)[nH]2)CC1	7	-3	-10	2	5	0.5	-2	9	1
37	O=C(O)c1ccc(/C=C/c2nc3ccccc3c(=O)[nH]2)cc1	16	-8	25	-3	-2	-1.8	0	10	2

(next part)
item	molecule	tim23-1 inh	UPR XBP1 act	tim10-1 inh	TIM10 inh	APJ agonist	CHOP UPR activ	Mdm2 MdmX PPI	NALP3 yeast inh	GRIN3A LBD mod
41	COc1ccc(C(=O)COC(=O)CNC(=O)c2cccc(OC(F)F)c2)cc1	-7	3	-18	-18	-3	0.9	16	17	0
42	Cc1ccccc1-c1nc(CS(=O)(=O)CC(=O)NCc2ccco2)c(C)o1	12	0	17	10	-2	-2.2	1	0	-3
43	CCCC(c1nnnn1CCOC)N(Cc1cc2cc(C)c(C)cc2[nH]c1=O)CC1CCCO1 (stereo not drawn)	27	-2	15	4	-3	-1.5	-9	10	-1
44	O=C(NCc1cccnc1)C1CC2c3ccccc3C1c1ccccc12 (stereo not drawn)	24	3	16	7	4	13	-15	5	5
45	Cc1csc(NC(=O)CS(=O)(=O)c2ccccc2)n1	4	-3	0	-4	-3	1.7	7	15	-1
46	COc1cc(CC(=O)OCC(=O)Nc2ccc3c(c2)OCO3)cc(OC)c1OC	6	-2	9	14	4	0.1	-1	-4	-1
47	Cc1ccc2c(c1)nnn2C1CCN(CC(=O)NCCc2ccccc2)CC1	47	-5	31	22	0	0.2	-3	13	-1
48	CCN(CC(=O)NCc1ccco1)S(=O)(=O)c1ccc(OC)cc1	-8	4	-10	2	-3	0.1	-28	12	1
49	CCc1c(C2(O)CCCCC2)[nH]c2cc(C(F)(F)F)ccc12	67*	2	36	51*	24	-0.4	45	13	-4

Bioassay records (PubChem BioAssay)
